Source: PubChem BioAssay (National Center for Advancing Translational Sciences (NCATS))
TDP1 inh: inhibitors of human tyrosyl-DNA phosphodiesterase TDP1. Q9NUW8. recombinant TDP1, AlphaScreen DNA substrate cleavage. Potency, µM (highest dose often 130 µM), for the others: at the top dose activity change, negative = inhibition, most hits filed as inhibitors. 0.28% of 350,000 active. AID 485290; further: nearly all actives have a fitted effect of over 40% in size
Target sequence (Q9NUW8 whole entry, looked up): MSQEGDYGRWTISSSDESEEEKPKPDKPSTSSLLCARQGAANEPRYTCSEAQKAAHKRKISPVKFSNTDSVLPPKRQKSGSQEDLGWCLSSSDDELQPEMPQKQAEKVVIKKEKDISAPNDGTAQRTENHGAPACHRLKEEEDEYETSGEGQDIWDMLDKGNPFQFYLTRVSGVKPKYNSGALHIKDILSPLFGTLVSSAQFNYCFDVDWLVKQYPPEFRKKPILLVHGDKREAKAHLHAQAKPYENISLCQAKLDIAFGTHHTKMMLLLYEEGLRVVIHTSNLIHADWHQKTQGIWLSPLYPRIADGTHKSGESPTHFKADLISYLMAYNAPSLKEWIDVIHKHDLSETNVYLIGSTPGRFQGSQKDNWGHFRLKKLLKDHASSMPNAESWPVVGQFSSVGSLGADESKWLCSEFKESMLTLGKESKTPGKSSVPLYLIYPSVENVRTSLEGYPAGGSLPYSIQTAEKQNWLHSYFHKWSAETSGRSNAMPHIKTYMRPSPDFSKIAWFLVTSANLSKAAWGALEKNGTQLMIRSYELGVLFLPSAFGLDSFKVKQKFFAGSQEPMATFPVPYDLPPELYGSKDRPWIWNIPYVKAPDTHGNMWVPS
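Steps: enzyme plus compound, 15 min RT; add biotin/phosphotyrosine-FITC oligonucleotide (15 nM final), react 5 min; add donor/acceptor beads (10 ug/ml final), 10 min; read AlphaScreen. Tdp1 at 1 nM final.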
N370S GC mod: inhibits or activates N370S mutant glucocerebrosidase; 0.092% of 330,000 active; N370S GC spleen homogenate, 4MU-glucoside fluorescence; Potency, µM (doses to about 59.4 µM), inactives show at the highest dose activity change, negative = inhibition, actives largely listed as inhibitors; P04062;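 further: 0% = full enzyme activity and -100% = no enzyme basal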
FEN1 inh: human FEN1 inhibition; P39748; Recombinant FEN1 flap cleavage, fluorescence, 15 min; Potency, µM (top dose mostly 114 µM), for inactives: at the highest dose activity change, negative = inhibition, actives largely listed as inhibitors; 0.35% of 390,000 active; AID 588795; further: nearly all actives have a fitted effect of over 65% in size
Target sequence (P39748 whole entry, looked up): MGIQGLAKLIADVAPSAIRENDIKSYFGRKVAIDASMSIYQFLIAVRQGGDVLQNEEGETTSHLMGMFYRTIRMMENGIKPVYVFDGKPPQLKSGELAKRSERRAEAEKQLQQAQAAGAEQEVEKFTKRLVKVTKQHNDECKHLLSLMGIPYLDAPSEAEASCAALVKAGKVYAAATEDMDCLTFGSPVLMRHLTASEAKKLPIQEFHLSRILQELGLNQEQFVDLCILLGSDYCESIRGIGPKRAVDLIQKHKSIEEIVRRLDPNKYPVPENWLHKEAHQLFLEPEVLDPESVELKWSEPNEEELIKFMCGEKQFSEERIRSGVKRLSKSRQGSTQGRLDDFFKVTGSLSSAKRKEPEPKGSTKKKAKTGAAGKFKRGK
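Recombinant FEN1 (10 nM) was preincubated with pin-transferred compounds for 15 min at room temperature, then flap DNA substrate (50 nM final) was added. Plates were read at 0 and 15 min, and normalized concentration–response data were fitted to a four-parameter Hill equation.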
Active calls of the source: *. The call rests on the fitted dose curve; in most records, active means well fitted curve in the direction sought with a large enough effect; inconclusive means small, poorly fitted or top-dose-only effect, or another doubt; inactive means no such curve, though single readings can be large; an effect the other way counts as inactive or inconclusive. Unless noted, on the % scale 0 is the no-effect control and ±100 the full control effect; potency means the concentration at half of the fitted maximal effect.

For CC1CCN(c2cc(N3CCOCC3)c([N+](=O)[O-])cc2F)CC1 the results were TDP1 inh 2%, N370S GC mod 16% and FEN1 inh -5%.
Screening CC1=C(C#N)C(NC(=O)c2ccco2)(C(F)(F)F)C(=O)N1 (stereo unspecified) returned TDP1 inh 4%, N370S GC mod 0% and FEN1 inh -1%.
`Cc1nn(-c2ccccc2)c(OC(=O)C(C)C)c1Sc1ccccc1` gave TDP1 inh 9% and FEN1 inh inconclusive.
Cc1cc(C)c(NC(=O)c2ccccc2N(C)S(C)(=O)=O)c(C)c1 was read as TDP1 inh -5%, N370S GC mod -7% and FEN1 inh -4%.
CCOC(=O)C1=C(C)NC(=O)NC1c1ccccc1OCc1c(F)cccc1Cl (stereo unspecified) was read as TDP1 inh 2%, N370S GC mod -1% and FEN1 inh 0%.
`CN1CCN(CC(=O)NC(=O)NC2CCCCC2)CC1` gave TDP1 inh 0% and FEN1 inh -1%.
Screening O=C1N(Cc2cccc(C(F)(F)F)c2)c2ccccc2S(=O)(=O)N1c1cccc(Cl)c1 returned TDP1 inh 4% and FEN1 inh -14%.
For O=C1c2cccc3cccc(c23)C(=O)N1CCc1ccccc1 the results were TDP1 inh -6%, N370S GC mod 27% and FEN1 inh 5%.
Fc1ccc(-c2nnc(CN3CCC(c4nc5ccccc5s4)CC3)o2)cc1 was read as TDP1 inh 5%, N370S GC mod -4% and FEN1 inh 16%.
For COc1ccc(N2C(=O)CC(N3CCN(C4CCc5ccccc5C4)CC3)C2=O)cc1 (stereo unspecified) the results were TDP1 inh 3%, N370S GC mod -14% and FEN1 inh -7%.
Screening CCCCC(=O)Nc1nnc(S(=O)(=O)N(C)Cc2ccco2)s1 returned TDP1 inh 3%, N370S GC mod -12% and FEN1 inh -14%.
`O=C(NCc1ccc2c(c1)OCO2)c1cc([N+](=O)[O-])ccc1N1CCOCC1` gave TDP1 inh 4% and FEN1 inh -14%.
N#Cc1nc(N2CCCCC2)nc(N2CCCCC2)n1 was read as TDP1 inh -11% and FEN1 inh 8%.
Screening O=C(Nc1ccc(N2CCOCC2)cc1)C1(S(=O)(=O)c2ccccc2)CC1 returned TDP1 inh 3%, N370S GC mod 16% and FEN1 inh -8%.
O=S(=O)(c1ccccc1)N1CCN(c2nc(-c3ccc(F)cc3)nc3cc(Cl)ccc23)CC1 was read as TDP1 inh 1% and FEN1 inh -5%.
Screening Cc1ccc(-n2nc3c(c2NC(=O)c2ccccc2Br)CS(=O)C3)cc1 (stereo unspecified) returned TDP1 inh -5%, N370S GC mod -5% and FEN1 inh 3%.
Screening O=C1NC2(CCCCC2)Oc2ccccc21 returned TDP1 inh 2%, N370S GC mod 9% and FEN1 inh -11%.
Screening O=c1c(NCc2cccs2)nccn1-c1ccc(F)cc1 returned TDP1 inh 3% and FEN1 inh 24%.
For O=C(CSCc1nc2c(nnn2Cc2ccc(F)cc2)c(=O)[nH]1)Nc1c(Cl)cc(Cl)cc1Cl the results were TDP1 inh -15%, N370S GC mod -4% and FEN1 inh -8%.
For CCC(=O)N1CCN(c2nc(C)nc3sc(C)c(C)c23)CC1 the results were TDP1 inh 5%, N370S GC mod 0% and FEN1 inh -2%.

3 compounds already listed, sorted by count of non-hydrogen atoms, ascending:
Screening O=C1NC2(CCCCC2)Oc2ccccc21 returned TDP1 inh 2%, N370S GC mod 9% and FEN1 inh -11%.
Cc1cc(C)c(NC(=O)c2ccccc2N(C)S(C)(=O)=O)c(C)c1 was read as TDP1 inh -5%, N370S GC mod -7% and FEN1 inh -4%.
For O=C(CSCc1nc2c(nnn2Cc2ccc(F)cc2)c(=O)[nH]1)Nc1c(Cl)cc(Cl)cc1Cl the results were TDP1 inh -15%, N370S GC mod -4% and FEN1 inh -8%.

Returning to the listing with the three entries that preceded the break.
Screening O=c1c(NCc2cccs2)nccn1-c1ccc(F)cc1 returned TDP1 inh 3% and FEN1 inh 24%.
For O=C(CSCc1nc2c(nnn2Cc2ccc(F)cc2)c(=O)[nH]1)Nc1c(Cl)cc(Cl)cc1Cl the results were TDP1 inh -15%, N370S GC mod -4% and FEN1 inh -8%.
For CCC(=O)N1CCN(c2nc(C)nc3sc(C)c(C)c23)CC1 the results were TDP1 inh 5%, N370S GC mod 0% and FEN1 inh -2%.
Screening COc1ccc(-c2cc(C(=O)Nc3ccn(Cc4ccc(C)cc4)n3)no2)cc1OC returned TDP1 inh 4% and FEN1 inh -3%.
`CSc1ccccc1C(=O)N1CCOCC1` gave TDP1 inh -2%, N370S GC mod -3% and FEN1 inh 0%.
Screening O=[N+]([O-])c1ccc(Cl)c(/C=N/n2c(-c3cccnc3)n[nH]c2=S)c1 returned TDP1 inh -3% and N370S GC mod 6%.
Screening CCCCNC(=O)c1ccc2c(=O)n(CCCOCC)c(=S)[nH]c2c1 returned TDP1 inh 3%, N370S GC mod 5% and FEN1 inh 1%.
CCOc1ccc(OCC)c(S(=O)(=O)n2ccnc2C)c1 was read as N370S GC mod -21% and FEN1 inh 13%.
For O=C1NC(=Nc2ccccc2)c2c1cccc2[N+](=O)[O-] the results were TDP1 inh -3%, N370S GC mod 4% and FEN1 inh -3%.
For CCC(=O)c1ccc(OCC(=O)Nc2ccccc2N2CCOCC2)cc1 the results were TDP1 inh 2% and FEN1 inh 8%.
`COc1ccc(CNC(=O)CCCn2c(SCC#N)nc3cc4c(cc3c2=O)OCO4)cc1` gave TDP1 inh 6%, N370S GC mod -2% and FEN1 inh -11%.
Screening CS(=O)(=O)N(CCc1ccccc1)CC(=O)NCc1ccncc1 returned TDP1 inh 5%, N370S GC mod 5% and FEN1 inh -10%.
Screening COc1ccc(/C=C/C(=O)O)cc1S(=O)(=O)N1CCCc2ccccc21 returned TDP1 inh 1%, N370S GC mod -3% and FEN1 inh -1%.
Screening CSCCC(NC(=O)COc1ccccc1)C(=O)NCc1cccs1 (stereo unspecified) returned TDP1 inh 2%, N370S GC mod -1% and FEN1 inh 14%.
For Cc1ccnc(NS(=O)(=O)c2ccc(NC(=O)C3CC3)cc2)n1 the results were TDP1 inh 3%, N370S GC mod 0% and FEN1 inh -3%.
`CCc1ccc(C(=O)NNC(=O)c2ccc(=O)n(C)n2)cc1` gave TDP1 inh 4%, N370S GC mod -19% and FEN1 inh -3%.
Screening CCC(C)NC(=O)Cn1c(COc2ccc(Cl)cc2Cl)nc2ccccc21 (stereo unspecified) returned TDP1 inh 0%, N370S GC mod -1% and FEN1 inh -5%.
COc1ccc(C(O)c2ncc(C(F)(F)F)cc2Cl)cc1 (stereo unspecified) was read as N370S GC mod -4% and FEN1 inh 1%.
Screening S=C(NCCN1CCCCC1)Nc1ccccc1 returned TDP1 inh -4%, N370S GC mod 4% and FEN1 inh -9%.
For Nc1cc(=O)[nH]c(SCC(=O)N2N=C(c3ccc4ccccc4c3)CC2c2ccccc2)n1 (stereo unspecified) the results were TDP1 inh inconclusive, N370S GC mod -2% and FEN1 inh -7%.
`COC(=O)c1sccc1NC(=O)c1ccc(C(C)C)cc1` gave TDP1 inh -11%, N370S GC mod 13% and FEN1 inh -6%.
For CCCCn1c(N)c(N(CCOC)C(=O)c2cccc(S(=O)(=O)N(C)c3ccc(C)cc3)c2)c(=O)[nH]c1=O the results were N370S GC mod -5% and FEN1 inh 5%.
For COc1ccccc1NC(=O)CN1CCC(n2c(C)nc3cc(F)ccc32)CC1 the results were TDP1 inh 9%, N370S GC mod 6% and FEN1 inh -9%.
For CCOC(=O)c1c(S(=O)(=O)N2CCCC(C(=O)Nc3cccc(CC)c3)C2)c(C)n(CC)c1C (stereo unspecified) the results were TDP1 inh 3% and FEN1 inh 13%.
`O=C(Oc1ccc(/C=N/O)cc1)c1ccccc1` gave TDP1 inh 3%, N370S GC mod 14% and FEN1 inh -16%.
Screening CCNS(=O)(=O)c1cc(OC)c(Cl)cc1OC returned TDP1 inh 0%, N370S GC mod -14% and FEN1 inh -3%.
For CC(C)(C)OC(=O)N1Cc2ccccc2C[C@H]1C(=O)NCC(=O)NC1CCCCC1 the results were TDP1 inh 2%, N370S GC mod 2% and FEN1 inh 21%.
Screening CC(C)(CNC(=O)Cc1ccc(Cl)cc1Cl)N1CCOCC1 returned TDP1 inh 10%, N370S GC mod -7% and FEN1 inh -6%.
C/C(Cl)=C/Cn1c(NCCCn2ccnc2)nc2c1c(=O)[nH]c(=O)n2C was read as TDP1 inh 2%, N370S GC mod 16% and FEN1 inh -5%.
Nc1nnn(CC(=O)N/N=C/c2cn[nH]c2-c2ccccc2)n1 was read as N370S GC mod 6% and FEN1 inh 0%.
O=C(CCCc1nc(-c2ccco2)no1)Nc1ccccc1[N+](=O)[O-] was read as TDP1 inh 6% and FEN1 inh -5%.
For CCOC(=O)C1(Cc2ccccc2C)CCCN(C(=O)c2ccnn2C)C1 (stereo unspecified) the results were N370S GC mod 8% and FEN1 inh 5%.
CC(=O)N1CCN(c2csc3ccc(F)cc3c2=O)CC1 was read as TDP1 inh 3% and FEN1 inh 14%.
COC(=O)c1sc(=S)sc1C(=O)OC was read as TDP1 inh -14%, N370S GC mod 5% and FEN1 inh -4%.
Screening COc1ccc(-c2cc(C(=O)N3CCN(c4ccccc4F)CC3)c3ccccc3n2)c(OC)c1 returned TDP1 inh 1%, N370S GC mod 4% and FEN1 inh 2%.
For O=C(Nc1ccc2c(c1)OCO2)c1cc(-c2ccc(Cl)cc2)on1 the results were TDP1 inh 5% and FEN1 inh 10%.
Cc1occc1-c1nnc(SCC(=O)NCC2CCCO2)n1C (stereo unspecified) was read as TDP1 inh -1%, N370S GC mod 24% and FEN1 inh -10%.
`CCCC(C)c1nnc(NC(=O)CS(=O)(=O)Cc2ccccc2)s1` (stereo unspecified) gave TDP1 inh -2%, N370S GC mod 3% and FEN1 inh -5%.
`CCN(c1cccc(C)c1)S(=O)(=O)c1cc2c3c(c1)CCC(=O)N3CCC2` gave TDP1 inh 0%, N370S GC mod 0% and FEN1 inh -5%.
`Cc1ccc(C(=O)Nc2nnc(-c3ccc(C(C)(C)C)cc3)s2)cc1` gave TDP1 inh 4%, N370S GC mod 6% and FEN1 inh 5%.
Screening O=C(Nc1ccccc1Cl)c1cc(S(=O)(=O)N2CCC3(CC2)OCCO3)ccc1F returned TDP1 inh 0% and FEN1 inh -18%.
For COc1ccc(NC(=O)Cn2cc(C(=O)c3ccccc3OC)c(=O)c3ccc(C)nc32)cc1OC the results were TDP1 inh 0% and FEN1 inh -5%.
For Cc1ccccc1NC(=O)NCCCN1CCN(c2ccccc2)CC1 the results were TDP1 inh 4%, N370S GC mod -23% and FEN1 inh 0%.
Screening CCOC(=O)c1c(NC(=O)c2ccc(Br)cc2)sc2c1CCCC2 returned TDP1 inh -3% and FEN1 inh -15%.
For COc1ccc(NC(=O)Cn2c(=O)n(CC(=O)NCc3ccco3)c(=O)c3ccccc32)cc1OC the results were TDP1 inh 3%, N370S GC mod 2% and FEN1 inh -12%.
Screening C=CCNC(=O)CC1Nc2c3ccccc3nc(=S)n2C1=O (stereo unspecified) returned TDP1 inh 0%, N370S GC mod 2% and FEN1 inh 5%.
`Cc1cc(C)cc(NS(=O)(=O)Cc2ccccc2)c1` gave TDP1 inh 3%, N370S GC mod 3% and FEN1 inh -10%.
COC(=O)C(Cc1ccccc1)NC(=O)c1cccc(S(=O)(=O)N(C)C)c1 (stereo unspecified) was read as TDP1 inh 3%, N370S GC mod 1% and FEN1 inh 3%.
`CCCCN(CC)CCCNC(=O)c1nn(C)c2c1CSc1ccccc1-2` gave TDP1 inh 3% and FEN1 inh 7%.
Screening Clc1ccc(-c2nnc3n2CCCCS3)cc1 returned TDP1 inh 3%, N370S GC mod -2% and FEN1 inh 7%.
Screening O=C(CS(=O)(=O)c1ccccc1)Nc1ccc(S(=O)(=O)Nc2ccccn2)cc1 returned TDP1 inh 4%, N370S GC mod 2% and FEN1 inh 1%.
`COCc1cc(C)nc(OCC(=O)N/N=C/c2ccc(-c3cccc([N+](=O)[O-])c3)o2)c1C#N` gave TDP1 inh 6% and N370S GC mod -9%.
For Cc1noc(C)c1S(=O)(=O)N1CCCC(C(=O)NC2CCCCC2)C1 (stereo unspecified) the results were TDP1 inh 8%, N370S GC mod 13% and FEN1 inh -3%.
`O=C(Cc1ccccc1F)N1CCC(c2nc3c(nnn3Cc3ccc(F)cc3)c(=O)[nH]2)CC1` gave TDP1 inh 7% and FEN1 inh 12%.
CN1CCN(c2ccc(NC(=O)c3ccc(C#N)cc3F)cc2Cl)CC1 was read as TDP1 inh 1%, N370S GC mod -20% and FEN1 inh -2%.
For O=C(O)CNC(=O)CC1S/C(=N/N=C2\CSC(=O)N2)NC1=O (stereo unspecified) the results were TDP1 inh -1%, N370S GC mod -6% and FEN1 inh 0%.

2 records picked at random from the list so far, as already listed:
CN1CCN(c2ccc(NC(=O)c3ccc(C#N)cc3F)cc2Cl)CC1 was read as TDP1 inh 1%, N370S GC mod -20% and FEN1 inh -2%.
Screening CCOC(=O)c1c(NC(=O)c2ccc(Br)cc2)sc2c1CCCC2 returned TDP1 inh -3% and FEN1 inh -15%.
